From PubChem
LGR2 inh – blocks bursicon-induced cAMP signaling via Drosophila LGR2. inhibition, % at 9.99 µM. HEK293 LGR2, CRE-luciferase, bursicon-stimulated, 4 h. 0.35% of 380,000 active;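 active = drop in luminescence signal, shown as inhibition above about 50% in the replicate tests, limit read from the data, passing the limit was not always enough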;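 also: agonist challenge used bursicon conditioned medium at about half maximal strength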
FN deposition inh – fibronectin deposition inhibition; AH1F fibroblasts, Alexa488-fibronectin deposition fluorescence, overnight; inhibition, % at 12.6 µM; 0.086% of 350,000 active; AID 743247;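 active = mean inhibition across replicates of 30% or more, regardless of how many single replicates reach that level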;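 also: positive control wells lacked labelled fibronectin entirely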
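material = AH1F fibroblast monolayer depositing Alexa488-labelled fibronectin into matrix | amount = 10000 AH1F cells/well | buffer or medium = DMEM plus 2% serum, read in PBS | incubation = 1 h cell adhesion before compound, then overnight fibronectin incubation | detection = fluorescence at 485 nm excitation, 525 nm emission | evaluation = percent inhibition as loss of matrix-bound fibronectin fluorescence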
PAX8 inh HTS – inhibitors of PAX8 transcriptional activity in RMG-I cells. RMG-I TPO-luciferase reporter, SteadyGlo, 24 h. inhibition, % at 12.6 µM. 1.2% of 360,000 active. AID 652154;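 active = mean replicate inhibition at least 60% with every replicate also reaching 60%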;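 also: luciferase light reporting Pax8 driven TPO promoter activity; plate controls were median of neutral control wells for no effect and mitoxantrone controls for full effect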
Active calls of the source: *; / = no result given. Only part of the results is shown. The share of hits here may be higher or lower than overall.

The line under a structure holds: LGR2 inh, PAX8 inh HTS, FN deposition inh
[1] CCOC(=O)C1CCCN(Cc2cc(OC)c(O)c(OC)c2)C1 (configuration not stated)
  /, 5, -3
[2] O=C(CC(c1ccccc1O)N1CCCCC1)N1CCCCC1 (configuration not stated)
  /, -84, 18
[3] COC(=O)c1c(NC(=O)CSc2ncnc3c2cnn3-c2ccccc2Cl)sc2c1CCCC2
  /, 33, -2
[4] COc1ccc(CCNC(=O)CCCCn2c(=O)[nH]c3ccccc3c2=O)cc1OC
  /, -15, -2
[5] O=S(=O)(NCc1ccccc1)c1ccc(Cl)cc1
  /, -11, 11
[6] COc1cc(C2CC(C(F)(F)F)n3ncc(C(=O)O)c3N2)cc(OC)c1OC (configuration not stated)
  /, 12, -7
[7] Cc1cnc(NC(=O)CSc2nnc(CNc3ccc(F)cc3)n2CC2CCCO2)s1 (configuration not stated)
  /, 22, 6
[8] CC(=O)N1CCN(c2ccc(NCc3ccccc3)cc2)CC1
  /, -8, -11
[9] C=CCn1c(SCC(=O)c2ccc(CNC(C)=O)o2)nc2scc(C3CC3)c2c1=O
  /, 7, 1
[10] Cn1cc(CC(=O)NCCCN2CCCC2)c2ccccc21
  /, 0, -9
[11] O=C(CSc1ncn[nH]1)N1CCN(c2nnc(-c3ccccc3)c3ccccc23)CC1
  /, 6, 5
[12] COc1cc(OC)cc(C(=O)NCCSCc2ccco2)c1
  /, 3, 6
[13] CSCCC(C(=O)Nc1ccc2c(c1)OCO2)N1C(=O)c2ccccc2C1=O (configuration not stated)
  /, 18, -9
[14] COc1ccc(S(=O)(=O)N(CC(=O)N2CCN(c3ccccc3)CC2)c2ccccc2)cc1
  /, -14, -5
[15] Cc1n[nH]c(=O)nc1NCCc1ccccc1
  /, -3, -6
[16] COc1ccccc1CNC(=O)C/C(C)=N/NC(=O)Cc1ccccc1
  /, 2, -5
[17] O=C(O)CSc1nc(SCc2ccccc2Cl)nc2c1CCCC2
  /, 13, -1
[18] FC(F)(F)c1nnc2c(Sc3ccc(Cl)cc3)nc3ccccc3n12
  /, 88*, 10
[19] COC(=O)c1cccc(NC(=O)CSc2nnc(C)n2Cc2ccccc2)c1
  /, 20, 2
[20] Cc1cc2nc(C)n(CCCNC(=O)Nc3cccc4ccccc34)c2cc1C
  /, 9, -1
[21] O=C(CSc1nc2c(sc3ccccc32)c(=O)n1CCCN1CCCC1)NCC1CCCO1 (configuration not stated)
  /, -18, -2
[22] C=CC(O)(C#CCN(CC)CC)c1ccccc1 (configuration not stated)
  /, -2, 2
[23] O=C1CSC(c2ccccn2)N1c1ccc2ccccc2c1 (configuration not stated)
  /, -3, 1
[24] CCCCCCCCCC(=O)N/N=C/c1ccc(C)s1
  /, -3, 7
[25] CCOC(=O)CSc1nnc(Cc2ccc(OC)cc2)n1-c1ccccc1
  /, 12, -10
[26] COc1ccccc1C1C(C(C)=O)=C(O)C(=O)N1CCc1ccccc1 (configuration not stated)
  /, -17, 4
[27] CC(C)NC(=O)c1cc2c(s1)CCCC2
  /, -33, 4
[28] Cn1c(=O)cc(SCC(=O)Nc2ccccn2)c2ccccc21
  /, 16, 5
[29] CC(=O)N(CC(=O)Nc1nn(-c2ccccc2)nc1C(N)=O)Cc1ccccc1
  /, 11, 1
[30] CCOc1ccc(CSC2=NCCN2)cc1Cl
  /, -8, -16
[31] CCn1c(C)nc2cc(S(=O)(=O)N3CCCCC3)ccc21
  /, -7, 3
[32] O=C(CN(Cc1ccco1)C(=O)c1cccc(Cl)c1)Nc1c(Cl)cc(Cl)cc1Cl
  /, 26, -6
[33] CC(NC(=O)C1CCCCC1)C(=O)NC1=NCCS1 (configuration not stated)
  /, 3, 1
[34] O=CN1CCN(C2CC(=O)N(c3ccc4c(c3)OCO4)C2=O)CC1 (configuration not stated)
  /, -26, -3
[35] COC(=O)C12CC3CC(C1)CC(n1cnc(Cl)n1)(C3)C2
  /, -10, -1
[36] c1csc(-c2csc3nc(CN4CCOCC4)nc(NCc4ccc5c(c4)OCO5)c23)c1
  /, -3, -3
[37] Cc1nn(C)c(C)c1/C=N/NC(=O)c1csc2ccccc12
  /, -5, -5
[38] CCOc1ccc2nc(Cl)c(/C=C/C(=O)c3ccco3)cc2c1
  /, -23, 3
[39] CCc1cc2c(cc3c(=O)n(CC(=O)NCCCN(CC)CC)nc(CC)n32)s1
  /, 6, -7
[40] COc1ccc(N(CN2C(=O)C3CC=CCC3C2=O)C(=O)c2ccco2)cc1 (configuration not stated)
  /, 3, -3
[41] CCN1CCN(c2ccc(NC(=O)c3cccnc3)cc2Cl)CC1
  /, -14, -5
[42] Cc1cc(N2CCN(C(=O)c3ccco3)CC2)n2ncnc2n1
  /, -10, 1
[43] Cc1ccc(-c2nc3ccccc3c(=O)n2CCCN2CCOCC2)cc1
  /, 25, 1
[44] CCOc1ccc2nc(NC(=O)CSc3ccc(Cl)cc3)sc2c1
  /, -37, -13
[45] COc1ccc(C(=O)c2c(C)oc3ccc(O)c(CN4CCOCC4)c23)cc1
  /, 5, 2
[46] CC12CCC(C(=O)Nc3nccs3)(OC1=O)C2(C)C (configuration not stated)
  /, 3, 12
[47] COc1ccc(C(=O)N(CC2CCCO2)C(C(=O)NC2CCCC2)c2ccc(C)cc2)cc1OC (configuration not stated)
  /, 12, 5
[48] Oc1ccc2ccccc2c1/C=N/c1nccs1
  /, 15, -4
[49] c1ccc(-n2nc3ccccc3n2)cc1
  /, -33, -22
[50] O=C(Cn1nc(-c2ccccc2)c2ccccc2c1=O)Nc1cccnc1
  /, -11, 3
[51] O=C(C1CC1)N1CCc2cc(Br)cc(S(=O)(=O)N3CCCCCC3)c21
  /, -23, 1
[52] CC(=O)Nc1ccc(NS(=O)(=O)c2cc(C)sc2C)cc1
  /, -19, -1
[53] CCOC(=O)N1CCN(C(=O)CCNS(=O)(=O)c2cc(Br)cnc2N)CC1
  /, 3, 5
[54] O=C(c1ccc(Br)o1)N1CCN(c2ccc(F)cc2)CC1
  /, -3, -5
[55] CCOc1ccc(-c2nnc(-c3cccnc3)o2)cc1OCC
  /, -33, 3
[56] COC(=O)CC(NS(=O)(=O)c1cccs1)c1ccccc1Cl (configuration not stated)
  /, 14, 4
[57] O=C(NCc1cccnc1)C1CCN(C(=O)c2ccc(Cl)cc2Cl)CC1
  /, 10, -4
[58] CCN1C(=O)CC(C(=O)NC)SC1=Nc1cc(Cl)c(O)c(Cl)c1 (configuration not stated)
  /, -7, -7
[59] CCc1cc(C(=O)Nc2ccc(C)cc2Br)cs1
  /, -84, 3
[60] Cc1cc(OCCOCCN2CCCC2)ccc1C(C)C
  /, -9, -9

New compounds follow
The line under a structure holds: LGR2 inh, PAX8 inh HTS, FN deposition inh
[61] COC(=O)CNC(=O)COC(=O)c1cc(Cl)cc(Cl)c1N
  /, 16, 11
[62] COc1ccc(-c2c(C)nn3c(N4CCC5(CC4)OCCO5)cc(C)nc23)cc1OC
  /, 14, 4
[63] CCOC(=O)c1cc2c(C(F)(F)F)cc(-c3ccccc3)nc2o1
  /, 7, 3
[64] COCC(=O)Nc1cccc2ccccc12
  /, 15, 0
[65] O=C(Nc1nccs1)C1CC2CCC1C2 (configuration not stated)
  /, -15, -5
[66] CCOC(=O)c1c(C)oc(NC(=O)COc2ccc(Cl)cc2C)c1C#N
  /, 15, -10
[67] Cc1ccc(NCN2C(=O)C3CC=CCC3C2=O)cc1 (configuration not stated)
  /, 3, -12
[68] CCOC(=O)CSc1nnc(-c2ccc(S(=O)(=O)N3CCOCC3)cc2)n1-c1ccccc1
  /, 15, 3
[69] CC(=O)Nc1ccc(N2CCN(C(=O)c3cccs3)CC2)cc1
  /, -9, 9
[70] Cn1c(=O)c2c(nc(SCC(=O)NCc3ccc4c(c3)OCO4)n2Cc2ccc(Cl)cc2)n(C)c1=O
  /, 11, -4
[71] Cn1c(SCC(=O)NCc2ccc3c(c2)OCO3)nnc1-c1cccs1
  /, 1, 0
[72] O=C(Nc1cccc(Cl)c1)c1ccc(-n2cncn2)c([N+](=O)[O-])c1
  /, 14, 4
[73] O=C(CSCc1cccc(Br)c1)N=Nc1c(O)[nH]c2ccccc12
  /, 17, 0
[74] Cc1ccc(C(=O)Nc2cc3c(oc2=O)CCCC3=O)cc1
  /, -140, 5
[75] Cc1cccc2cc(CN(CC3CCCO3)C(=O)c3ccncc3)c(=O)[nH]c12 (configuration not stated)
  /, 5, 6
[76] COc1ccc(-c2nc(CS(=O)CC(=O)NCCCN3CCCC3)c(C)o2)cc1OC (configuration not stated)
  /, 1, 2
[77] Cc1coc(C)c1C(=O)CC1(O)C(=O)N(Cc2ccccc2)c2ccccc21 (configuration not stated)
  /, 12, 0
[78] O=c1c2ccccc2nnn1Cc1nnc(-c2ccccc2Br)o1
  /, -17, 0
[79] Cc1cc(C(=O)O)cc(S(=O)(=O)N2CCOCC2)c1C
  /, -10, -5
[80] Cc1cc(C(=O)CSc2nc3ccccc3[nH]2)c(C)n1C
  /, -142, 3

Part of the list above with just PAX8 inh HTS.
cpd	smiles	PAX8 inh HTS
61	COC(=O)CNC(=O)COC(=O)c1cc(Cl)cc(Cl)c1N	16
62	COc1ccc(-c2c(C)nn3c(N4CCC5(CC4)OCCO5)cc(C)nc23)cc1OC	14
63	CCOC(=O)c1cc2c(C(F)(F)F)cc(-c3ccccc3)nc2o1	7
64	COCC(=O)Nc1cccc2ccccc12	15

Later entries:
The line under a structure holds: LGR2 inh, PAX8 inh HTS, FN deposition inh
[81] Cc1ccnc(Sc2nc3c(c(=O)[nH]c(=O)n3C)n2CCCc2ccccc2)n1
  /, 7, -10
[82] CN(C)CCCC1(O)c2ccccc2C=Cc2ccccc21
  /, 18, -1
[83] Cc1cc(C(=O)CN2C(=O)NC(c3ccccc3)(c3ccccc3)C2=O)c(C)n1Cc1ccco1
  /, 14, -9
[84] Cc1cc(C)cc(NC(=O)N2CCC(NC(=O)c3ccc(F)cc3)CC2)c1
  /, -13, 11
[85] COc1ccc(CCn2c(=O)[nH]c3cc(C(=O)NCCN4CCOCC4)ccc3c2=O)cc1OC
  /, -23, 28
[86] COc1ccc2c(c1)C(NC(=O)C(F)(F)F)CC2=O (configuration not stated)
  /, -4, -2
[87] CC1(C)CC(=O)C2=C(C1)NC(=O)CC2C(=O)NCc1ccc(F)cc1 (configuration not stated)
  /, -6, -1
[88] CCCN1C2CCCC1CC(NC(=O)c1ccccc1OCC)C2 (configuration not stated)
  /, 5, -1
[89] CC(NC(=O)C1CCCCC1)c1ccc2c(c1)OCCO2 (configuration not stated)
  /, 4, 1
[90] CCc1ccc(NC(=O)CCn2ccnc2C)cc1
  /, -3, 2
[91] O=[N+]([O-])c1cc(-c2cnc3ccccc3n2)ccc1Oc1ccc(F)cc1
  -34, /, 0
[92] COc1ccc(/C=C/C(=O)OCC(=O)Nc2cccc(C(C)=O)c2)cc1
  7, /, 6
[93] COC(=O)c1ccc(NC(=O)CSc2nnc(C)n2-c2ccccc2)cc1
  -8, /, 3
[94] COc1ccc(N2C(=O)CSC23CCC(C(C)(C)C)CC3)cc1 (configuration not stated)
  -3, /, -3
[95] O=S1(=O)CCC(NS(=O)(=O)/C=C/c2ccccc2)C1 (configuration not stated)
  12, /, 4
[96] Cc1ccc(/C=N/n2c(C3CCCCC3)n[nH]c2=S)s1
  -12, /, 6
[97] COc1cc(/C=C2\SC(=Nc3ccccc3)N(CCc3c[nH]c4ccccc34)C2=O)ccc1OC(C)C(=O)O (configuration not stated)
  12, /, -1
[98] CCOc1ccc(-n2c(=S)sc3c(=O)[nH]c(SCC(=O)NC(C)CC)nc32)cc1 (configuration not stated)
  24, /, 2
[99] CCOC(=O)c1ccccc1NC(=O)c1cc2sccc2n1C
  -1, /, -18

Compounds shown so far that contain a furan ring, fused or not:
The line under a structure holds: LGR2 inh, PAX8 inh HTS, FN deposition inh
[9] C=CCn1c(SCC(=O)c2ccc(CNC(C)=O)o2)nc2scc(C3CC3)c2c1=O
  /, 7, 1
[12] COc1cc(OC)cc(C(=O)NCCSCc2ccco2)c1
  /, 3, 6
[32] O=C(CN(Cc1ccco1)C(=O)c1cccc(Cl)c1)Nc1c(Cl)cc(Cl)cc1Cl
  /, 26, -6
[38] CCOc1ccc2nc(Cl)c(/C=C/C(=O)c3ccco3)cc2c1
  /, -23, 3
[40] COc1ccc(N(CN2C(=O)C3CC=CCC3C2=O)C(=O)c2ccco2)cc1 (configuration not stated)
  /, 3, -3
[42] Cc1cc(N2CCN(C(=O)c3ccco3)CC2)n2ncnc2n1
  /, -10, 1
[45] COc1ccc(C(=O)c2c(C)oc3ccc(O)c(CN4CCOCC4)c23)cc1
  /, 5, 2
[54] O=C(c1ccc(Br)o1)N1CCN(c2ccc(F)cc2)CC1
  /, -3, -5
[63] CCOC(=O)c1cc2c(C(F)(F)F)cc(-c3ccccc3)nc2o1
  /, 7, 3
[66] CCOC(=O)c1c(C)oc(NC(=O)COc2ccc(Cl)cc2C)c1C#N
  /, 15, -10
[77] Cc1coc(C)c1C(=O)CC1(O)C(=O)N(Cc2ccccc2)c2ccccc21 (configuration not stated)
  /, 12, 0
[83] Cc1cc(C(=O)CN2C(=O)NC(c3ccccc3)(c3ccccc3)C2=O)c(C)n1Cc1ccco1
  /, 14, -9
